DT40 TDP1 no CPT = qHTS for Inhibitors of human tyrosyl-DNA phosphodiesterase 1 (TDP1): qHTS in cells in absence of CPT; DT40 Tdp1-/- hTDP1 cells, no CPT, ATP luminescence, 48 h; AID 686978, 2013; actives 15% (n = 420,000); Potency, µM (doses to about 46.2 µM), inactives show at the highest dose activity change, negative = growth inhibition, most hits filed as inhibitors; note: nearly all actives have a fitted effect of over 55% in size
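Compound effects on proliferation are scored in DT40 Tdp1-/-;hTDP1 cells in the absence of CPT. ATP levels (CellTiter-Glo luminescence) are recorded after a ≥48 hr, 37 °C incubation.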
TDP1 cell CPT = qHTS for Inhibitors of human tyrosyl-DNA phosphodiesterase 1 (TDP1): qHTS in cells in presence of CPT; actives 12% (n = 420,000); chicken DT40 Tdp1-/-;hTDP1 cells + 20 nM CPT, ATP luminescence, 48 h; Potency, µM (series often up to 46.2 µM), for the others: at the top dose activity change, negative = growth inhibition, most hits filed as inhibitors; note: nearly all actives have a fitted effect of over 55% in size
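Cell growth measured by CellTiter-Glo luminescence after a minimum 48 h, 37 C compound exposure with 20 nM CPT in Tdp1-knockout DT40 cells stably expressing hTDP1, seeded 400/well; qHTS titration format.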
KAT2A inh = qHTS Assay for Inhibitors of GCN5L2 | Histone acetyltransferase KAT2A (Homo sapiens), Q92830 | GCN5L2 HAT assay, ThioGlo1 CoA-SH fluorescence | Potency, µM (series often up to 58.9 µM), without a hit: at the highest dose activity change, negative = inhibition, hits mostly inhibitors | actives 0.21% (n = 390,000) | AID 504327, 2011
Target sequence (Q92830 whole entry, looked up): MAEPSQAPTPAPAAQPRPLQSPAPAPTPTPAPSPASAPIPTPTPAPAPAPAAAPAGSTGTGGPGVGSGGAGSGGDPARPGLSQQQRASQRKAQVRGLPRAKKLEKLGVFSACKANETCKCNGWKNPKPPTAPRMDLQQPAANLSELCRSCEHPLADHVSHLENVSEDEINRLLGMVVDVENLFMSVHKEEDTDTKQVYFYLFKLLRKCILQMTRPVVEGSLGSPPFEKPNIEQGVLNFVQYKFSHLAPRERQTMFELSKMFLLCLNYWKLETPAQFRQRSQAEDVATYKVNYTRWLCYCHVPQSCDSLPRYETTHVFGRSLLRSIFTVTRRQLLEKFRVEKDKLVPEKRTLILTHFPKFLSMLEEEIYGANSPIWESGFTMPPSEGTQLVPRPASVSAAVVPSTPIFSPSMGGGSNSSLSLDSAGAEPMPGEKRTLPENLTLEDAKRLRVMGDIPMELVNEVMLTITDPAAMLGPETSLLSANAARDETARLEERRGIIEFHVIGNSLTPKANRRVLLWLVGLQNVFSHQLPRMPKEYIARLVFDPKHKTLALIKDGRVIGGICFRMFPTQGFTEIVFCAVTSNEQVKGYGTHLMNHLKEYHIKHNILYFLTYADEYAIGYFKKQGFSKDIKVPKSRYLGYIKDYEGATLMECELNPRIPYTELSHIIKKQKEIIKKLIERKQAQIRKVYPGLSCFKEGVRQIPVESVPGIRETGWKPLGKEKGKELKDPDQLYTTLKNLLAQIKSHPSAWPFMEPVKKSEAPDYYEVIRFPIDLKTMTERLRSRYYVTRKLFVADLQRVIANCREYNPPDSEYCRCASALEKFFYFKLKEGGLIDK
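qHTS, 1536-well. 20nM enzyme, pH 7.5 HEPES/EDTA/Tween-20 buffer; 15 min compound preinc., RT. Start: 75uM H3(1-25), 70uM AcCoA, 50uM ThioGlo1. Read Ex340/Em540 at t=0 (autofluorescence flag) and t=20 min.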
An asterisk follows results filed as active; ? = inconclusive; / = not tested or not shown; [ ] = dose if it differs, or a comment. Calls come from the whole dose curve; as a rule, active = well fitted curve in the direction sought with a large enough effect; inconclusive = small, poorly fitted or top-dose-only effect, or another doubt; inactive = no such curve, though single readings can be large; an effect the other way counts as inactive or inconclusive. % is set by controls: 0 for no effect and ±100 for the full control effect; potency is the fitted concentration of half-maximal effect.

Under each structure – KAT2A inh	DT40 TDP1 no CPT	TDP1 cell CPT
Cc1cccc(NC(=O)C(=O)NCC(c2ccc3c(c2)OCO3)N2CCN(C)CC2)c1C (stereo unspecified)
 : 0%	-19%	-17%
OC1(C#CCN2CCOCC2)CCCCC1
 : 3%	-2%	0%
CSCCC(NC(=O)COc1ccccc1)C(=O)NCc1cccs1 (stereo unspecified)
 : -3%	13%	-4%
CN(Cc1ccccc1)C(=O)CN1C(=O)NC2(CCCc3sccc32)C1=O (stereo unspecified)
 : /	-36%	0%
CCOC(=O)c1ccc(-n2c(-c3ccco3)nc3ccccc3c2=O)cc1
 : -2%	18µM*	12µM*
CCOC(=O)C1=C(COc2ccccc2)NC(=O)NC1c1ccc(Cl)cc1 (stereo unspecified)
 : -3%	?	?
CN1C(=O)CC(c2ccccc2)CC1=O
 : 1%	0%	-3%
CC(=O)Nc1c(O)nc(SCC(=O)N2CCN(c3ccc(F)cc3)CC2)[nH]c1=O
 : /	0%	-27%
CC(C)OC(=O)CSc1nc2cccnc2n1C1CCCCC1
 : -6%	-21%	-16%
Cc1cc(C)c2c(C)c(C(=O)Nc3c(C)n(C)n(-c4ccccc4)c3=O)oc2c1
 : -2%	?	?
COc1cccc(Cn2c(=O)c(-c3ccccc3)nc3cncnc32)c1
 : -24%	-26%	?
COc1ccc(C(O)c2nc(-c3ccncc3)cs2)cc1 (stereo unspecified)
 : /	10µM*	18µM*
Cc1ccc(-c2nc3ncccc3o2)cc1NC(=O)COc1ccc(C(C)C)cc1
 : 11%	16µM*	?
CC1CCCN(C(=O)CN2C(=O)NC(C)(c3ccc4ccccc4c3)C2=O)C1 (stereo unspecified)
 : -4%	?	?
Cc1noc(C)c1C(=O)NCCCc1ccccc1
 : 2%	3%	-17%
COC(=O)C[n+]1cccc2ccccc21
 : -23%	-22%	-18%
O=C(CCCC(=O)N1CCCC1)N1CCCC1
 : 14%	-12%	10%
CC1CC(C)(C)NC(=O)O1 (stereo unspecified)
 : -9%	-8%	-5%
O=S(=O)(NC1CCCC1)c1cccc(S(=O)(=O)N2CCC(n3nnc4ccccc43)CC2)c1
 : -7%	?	-27%
CCN1CCN(C(c2cccc(OC)c2)c2sc3nc(C)nn3c2O)CC1 (stereo unspecified)
 : -2%	-10%	16%
CC(C)Oc1ccc(C2CC(=O)N(Nc3ccc([N+](=O)[O-])cc3[N+](=O)[O-])C2=O)cc1 (stereo unspecified)
 : -4%	-1%	-11%
CC(C)c1ccc(NC(=O)COc2ccc(F)cc2C(=O)c2cnn(-c3ccccc3)c2)cc1
 : -11%	13µM*	?
Cc1cccc(CCNC(=O)C2CCC(CNS(=O)(=O)c3cccs3)CC2)c1 (stereo unspecified)
 : -7%	?	?
O=C(c1ccccc1)C1CC1c1ccccc1 (stereo unspecified)
 : /	?	?
O=C(COc1ccc(/C=N/NS(=O)(=O)c2ccccc2)cc1)Nc1ccc(F)cc1
 : -7%	-10%	-3%
Cc1ccc(S(=O)(=O)N2CCSCCSCCSCCSCC2)cc1
 : /	?	-9%
O=C(CS(=O)(=O)c1ccccc1)Nc1ccc(S(=O)(=O)Nc2ccccn2)cc1
 : -3%	-3%	4%
O=C(c1ccccc1NS(=O)(=O)c1ccc(Cl)cc1)N1CCc2ccccc21
 : 9%	5%	10%
Cc1nc(Nc2ccccc2Cl)sc1C(=O)Nc1ccccc1
 : -4%	21µM*	18µM*
CCCCC(O)(CCCC)C(=O)NN(C(=O)OC)c1ccccc1
 : 1%	?	12%
C=CCSC1=NC(N)=C(C#N)C2(CCCCC2)C1C(N)=O (stereo unspecified)
 : -2%	-5%	2%
Cc1nc([N+](=O)[O-])c(Br)n1CC(=O)c1ccc(Cl)cc1
 : -10%	7.3µM*	8.2µM*
CCN1CCN(c2nc3c(C)cccn3c(=O)c2/C=C(\C#N)S(=O)(=O)c2ccc(C)cc2)CC1
 : -14%	-13%	1%
C=CCn1c(CCSCc2ccc(OC)c(C)c2)n[nH]c1=S
 : -4%	-26%	?
COc1ccc(C2CC(=O)c3cnc(NC(=O)c4ccco4)nc3C2)cc1 (stereo unspecified)
 : -3%	-20%	-7%
Cc1ccc(S(=O)(=O)N2CCCCC2)cc1NC(=O)CSc1nnnn1C
 : -22%	-25%	-2%
CC(C)(C)NC(=O)C(=O)NNC(=O)c1cccc([N+](=O)[O-])c1
 : -8%	5%	19%
COc1ccc(OC)c2sc(NC(=O)CCS(=O)(=O)c3ccccc3)nc12
 : /	4.6µM*	5.2µM*
Cn1c(NC(=O)c2ccccc2)nc2ccccc21
 : -2%	?	?
CCN(CC)C(=O)c1sc(NC(=O)c2ccco2)c(C#N)c1C
 : -7%	?	-17%
CCn1c(SCC(=O)c2ccc(O)c(O)c2)nnc1-c1ccccc1
 : -8%	-26%	?
COc1ccc(-c2n[nH]c(C)c2-c2ccccc2OC)c(O)c1
 : -6%	21µM*	?
COCCNc1nc2c(-c3cccc(C(F)(F)F)c3)nnn2c2ccccc12
 : -14%	-21%	2%
COc1ccc(Cl)cc1NC(=O)NCCc1c(C)nn(C)c1C
 : 24%	16µM*	?
CCOc1ccc(-c2nc(N)ncc2-c2ccccc2)c(O)c1
 : -5%	15µM*	21µM*
CCN(CC)S(=O)(=O)c1ccc2c(c1)nc(SCC(=O)N1CCOCC1)n2-c1ccccc1OC
 : -10%	-27%	-2%
CC(C)CCNC(=O)c1ccc2nc[nH]c2c1
 : -4%	-1%	-4%
N#Cc1ccc(CSc2nnc(-c3cccnc3)o2)cc1
 : -10%	-24%	-14%
Cc1ccc(S(=O)(=O)N2CCOCC2)cc1NC(=O)c1ccncc1
 : /	-13%	-11%
CC1(C2CC2)NC(=O)N(CC(=O)Nc2ccc(F)cc2F)C1=O (stereo unspecified)
 : -4%	1%	0%
CCCCCCn1c(SCCC)nc2c1c(=O)[nH]c(=O)n2C
 : -2%	10µM*	-23%
N=c1c(C(=O)NCC2CCCO2)cc2c(=O)n3ccccc3nc2n1Cc1cccnc1 (stereo unspecified)
 : 0%	-8%	3%
CCOc1ccc(C(=O)Nc2ccccc2N2CCOCC2)cc1
 : 0%	?	-27%
COc1ccc(CCNC(=O)Cn2nc(C)c3c(C)n(-c4ccc(C)cc4)nc3c2=O)c(OC)c1
 : ?	?	16µM*
CCn1cc(CNCc2cn(-c3ccccc3C)nc2-c2ccc(OC)c(F)c2)cn1
 : ?	?	?
Cc1ccc(CSc2ccc(S(=O)(=O)N3CCOCC3)cn2)cc1
 : 2%	5%	-1%
O=C(NCc1nnc2c3ccccc3c(-c3ccccc3)nn12)c1ccc(Cl)cc1
 : -5%	?	?
Cc1ccc(C)c(N2CCN(C(=O)CCc3c(C)nn(-c4ccc(N5CCCC5)nn4)c3C)CC2)c1
 : -5%	?	?
CCOc1ccc(NC(=O)/C(C#N)=C\c2ccc(-c3ccc(Cl)cc3)o2)cc1
 : -4%	10µM*	?
O=C(CSc1nc(-c2ccco2)cc(C(F)(F)F)n1)N1CCN(c2cccc(Cl)c2)CC1
 : -7%	23µM*	?

(listing goes on)
Under each structure – KAT2A inh	DT40 TDP1 no CPT	TDP1 cell CPT
CS(=O)(=O)N1CCCc2cc(C(=O)Nc3cccc(C(F)(F)F)c3)ccc21
 : -7%	18µM*	?
OC(c1cccnc1)c1nc(-c2cccc(F)c2)cs1 (stereo unspecified)
 : /	?	?
CCOc1ccc(NC(=O)CN(C)C(=O)CCSc2ccc(F)cc2)cc1OCC
 : -5%	-17%	-30%
COc1ccc(Oc2nnnn2-c2ccccc2)cc1
 : -5%	-4%	9%
Cc1ccccc1CNC(=O)c1ccc(Cn2c(SCc3cccc(F)c3)nc3cccnc32)cc1
 : -5%	15µM*	15µM*
Nc1nc[nH]c(=O)c1N=Cc1ccccc1
 : -2%	-8%	7%
Cc1ccc(Cn2nc(C)c(NC(=O)c3cc(-c4ccc5c(c4)OCO5)on3)c2C)cc1
 : -2%	?	16µM*
COc1ccc(NC(=O)C2CCN(C3=NS(=O)(=O)C(c4ccc(C)c(C)c4)=C3C)CC2)c(OC)c1
 : -6%	?	?
CC(C)(C)NC(=O)CSc1nncn1NCc1c(Cl)cccc1Cl
 : 1%	-20%	-1%
C[C@H]1CN=C(Nc2ccccc2)N1CCCC1CCCCC1
 : -4%	?	?
C=CCOc1c(Cl)cc(C2NC(=O)NC(C)=C2C(=O)OC)cc1Cl (stereo unspecified)
 : -3%	?	-19%
O=C(c1ccc(CS(=O)Cc2ccccc2Cl)o1)N1CCN(C2CCCCC2)CC1 (stereo unspecified)
 : -1%	?	?
COc1ccccc1CSc1nc2n(n1)C(c1ccccc1)C(C(=O)Nc1ccc(C)cc1)=C(C)N2 (stereo unspecified)
 : 0%	23µM*	16µM*
CCCCN(CCCC)/C(N)=N/c1nc(C)cc(C)n1
 : -4%	?	23µM*
O=C(NNc1cccc(Cl)n1)c1ccc(Cl)nc1
 : -4%	-8%	14%
CN(Cc1ccccc1)C(=O)c1ccc(NC(=O)C2CCCN(C(=O)OC(C)(C)C)C2)cc1 (stereo unspecified)
 : 1%	18µM*	?
Cc1ccccc1NC(=O)Cc1nc(COC(=O)C(C)C)cs1
 : -4%	14%	-2%
Cc1ccc(C)c(N=Cc2ccc(-c3ccc([N+](=O)[O-])cc3)o2)c1
 : 2%	?	?
Cc1ccc(CN(C(=O)c2ccccc2C)C2CCS(=O)(=O)C2)o1 (stereo unspecified)
 : -9%	-26%	1%
COCCNS(=O)(=O)c1ccc(-c2ccc(Cl)cc2)cc1
 : -8%	-3%	-4%

5 of these compounds in a different format:
Structure | KAT2A inh | DT40 TDP1 no CPT | TDP1 cell CPT
Cc1ccc(CN(C(=O)c2ccccc2C)C2CCS(=O)(=O)C2)o1 (stereo unspecified) | -9% | -26% | 1%
CCCCN(CCCC)/C(N)=N/c1nc(C)cc(C)n1 | -4% | ? | 23µM*
Cc1ccc(C)c(N=Cc2ccc(-c3ccc([N+](=O)[O-])cc3)o2)c1 | 2% | ? | ?
CS(=O)(=O)N1CCCc2cc(C(=O)Nc3cccc(C(F)(F)F)c3)ccc21 | -7% | 18µM* | ?
C=CCOc1c(Cl)cc(C2NC(=O)NC(C)=C2C(=O)OC)cc1Cl (stereo unspecified) | -3% | ? | -19%

Following part:
Under each structure – KAT2A inh	DT40 TDP1 no CPT	TDP1 cell CPT
CC(C)(C)c1ccc(S(=O)(=O)N2CCCC2C(=O)N2CCOCC2)cc1 (stereo unspecified)
 : -11%	-10%	-9%
Cc1cccc(-n2ncc3c(NCCCN4CCCC4=O)ncnc32)c1
 : -2%	-24%	-14%
Cc1cc(C)c(NC(=O)CN2C(=O)C3(SCC(=O)N3c3ccc(F)cc3)c3ccccc32)c(C)c1 (stereo unspecified)
 : 2%	?	?
Cc1nc([N+](=O)[O-])c(Br)n1Cc1ccc(Cl)c(Cl)c1
 : -7%	2.6µM*	5.2µM*
CN1C(=O)/C(=C/c2ccco2)SC1=Nc1ccc(N2CCOCC2)cc1
 : -2%	-13%	?
CCc1ccc2c(CN3CCC(C(=O)OC)CC3)cc(=O)oc2c1
 : 8%	-29%	-1%
CC1CCCN(C(=O)CN2CCC(c3nc4ccc(Cl)cc4[nH]3)CC2)C1 (stereo unspecified)
 : -13%	?	?
COc1cc(C(O)P(=O)(OC(C)C)c2ccc(N(C)C)cc2)cc(OC)c1OC (stereo unspecified)
 : -6%	-7%	-19%
CCOc1ccc(NS(=O)(=O)c2ccc(C(=O)NCC(c3cccs3)N3CCOCC3)cc2)cc1 (stereo unspecified)
 : 0%	?	?
CCN(CC)S(=O)(=O)c1ccc(C(=O)OCC(=O)NCc2ccco2)cc1
 : -2%	-27%	?
CCCCCCSc1cc(-c2nc3ccc(C)cn3c2NCCCC)ccc1OC
 : -15%	?	?
CCOCCCNC(=O)c1cc2c(=O)n3cccc(C)c3nc2s1
 : -8%	-6%	-9%
O=c1c2c([nH]n1-c1ccccc1)CCCC2
 : 2%	-4%	35%[activator]
CN(C)S(=O)(=O)c1ccc(NC(=O)Cn2c(-c3ccccc3)noc2=O)cc1
 : 0%	-8%	?

Fetched by structure from above (three):
Under each structure – KAT2A inh	DT40 TDP1 no CPT	TDP1 cell CPT
CN(C)S(=O)(=O)c1ccc(NC(=O)Cn2c(-c3ccccc3)noc2=O)cc1
 : 0%	-8%	?
CCOCCCNC(=O)c1cc2c(=O)n3cccc(C)c3nc2s1
 : -8%	-6%	-9%
CC(C)(C)c1ccc(S(=O)(=O)N2CCCC2C(=O)N2CCOCC2)cc1 (stereo unspecified)
 : -11%	-10%	-9%

Compound activity (PubChem BioAssay)
